Screening results from PubChem.
GPR151 ag = activators of human GPR151; PathHunter beta-arrestin GPR151 cells, luminescence; activation, % at 11.2 µM; 650,000 compounds, 1% hits; Q8TDV0; AID 1508602; in the data active = activation above about 4.9%;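 also: 0% = median of compound wells and 100% = cells with positive control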
Target sequence (Q8TDV0 whole entry, looked up): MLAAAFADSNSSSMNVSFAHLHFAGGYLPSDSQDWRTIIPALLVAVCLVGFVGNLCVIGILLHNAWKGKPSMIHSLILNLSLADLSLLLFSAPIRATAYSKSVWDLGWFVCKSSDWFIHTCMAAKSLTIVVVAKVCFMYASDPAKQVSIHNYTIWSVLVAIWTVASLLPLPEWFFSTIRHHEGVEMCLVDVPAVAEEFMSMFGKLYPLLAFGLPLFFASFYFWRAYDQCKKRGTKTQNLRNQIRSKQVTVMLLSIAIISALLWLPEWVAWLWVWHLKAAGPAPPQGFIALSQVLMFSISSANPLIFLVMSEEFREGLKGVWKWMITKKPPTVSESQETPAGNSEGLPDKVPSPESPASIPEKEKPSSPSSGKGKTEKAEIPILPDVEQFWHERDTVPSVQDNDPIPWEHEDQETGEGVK
TEAD-YAP inh = TEAD-YAP interaction inhibition; HEK-TIYL cells, TEAD-Gal4/YAP UAS-luciferase luminescence; inhibition, % at 9.12 µM; 640,000 compounds, 1.4% hits; AID 1259422; in the data active = inhibition above about 32%;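 also: 0% = median of test compound wells and 100% = reference inhibitor wells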
FBW7 act = activators of human E3 ligase FBW7; AID 1259310; Q969H0; 650,000 compounds, 0.13% hits; normalized activity (activation), % at 26.1 µM; AlphaScreen FBW7–phospho-cyclin E peptide binding, activator screen; in the data active = normalized activity above about 1.9%;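 also: purified mutant Fbw7 with reduced substrate affinity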
MITF primary = blocks human microphthalmia-associated transcription factor. AID 1259374. AlphaScreen MITF homodimerization, bead proximity signal. inhibition, % at 2.6 µM. 650,000 compounds, 0.91% hits. O75030; in the data active = inhibition above about 50%;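 also: 0% = vehicle wells with protein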
Target sequence (O75030 whole entry, looked up): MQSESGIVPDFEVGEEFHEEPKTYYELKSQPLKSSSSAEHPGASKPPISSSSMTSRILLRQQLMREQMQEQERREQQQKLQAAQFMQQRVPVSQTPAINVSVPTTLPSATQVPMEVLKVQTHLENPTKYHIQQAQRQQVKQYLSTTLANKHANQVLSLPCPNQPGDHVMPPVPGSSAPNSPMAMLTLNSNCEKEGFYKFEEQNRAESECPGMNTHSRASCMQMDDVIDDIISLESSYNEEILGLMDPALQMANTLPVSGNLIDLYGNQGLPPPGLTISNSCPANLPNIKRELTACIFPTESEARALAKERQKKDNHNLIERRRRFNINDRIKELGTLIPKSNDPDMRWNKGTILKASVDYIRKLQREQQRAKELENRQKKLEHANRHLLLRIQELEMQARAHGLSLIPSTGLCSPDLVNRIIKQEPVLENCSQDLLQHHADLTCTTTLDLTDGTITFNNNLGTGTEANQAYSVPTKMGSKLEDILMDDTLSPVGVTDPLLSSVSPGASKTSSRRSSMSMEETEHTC
Numbers without * were called inactive.

nr	mol	GPR151 ag	TEAD-YAP inh	FBW7 act	MITF primary
1	CCCC(=O)OC1CCC2(C)C(=CCC3C2CCC2(C)C(C(C)CCCC(C)C)CCC32)C1 (stereo not given)	0.2	4	0.1	16
2	c1cncc(-c2cc3ccccc3[nH]2)c1	-1.2	-11	0.0	6
3	O=c1c2c(nc3n1CCOC3)sc1c(O)c(Br)ccc12	-3.6	-43	0.2	17
4	CC(Cc1ccc(F)cc1)N1CCN(C=O)CC1 (stereo not given)	0.0	4	-0.1	-12
5	CCOC(=O)c1nc(Nc2ccc(OC)cc2OC)c2ccccc2n1	0.6	18	0.0	2
6	CC(C)(C)C1CCc2onc(C(=O)Nc3ccc4c(c3)OCO4)c2C1 (stereo not given)	-1.5	-10	-0.2	1
7	Cc1ccc(-n2nc3c(c2NC(=O)C2(c4ccc(Cl)cc4)CCCC2)CS(=O)C3)c(C)c1 (stereo not given)	-0.6	-2	0.3	16
8	CCCCOC(=O)c1cc(-c2ccccc2)nc2ccc(Br)cc12	2.2	-6	0.0	-1
9	COc1ccccc1CNCC(=O)Nc1ccc(N2CCCCCC2)cc1	-0.2	1	-0.2	19
10	COc1ccc(OC)c(NC(=O)c2cc3c(C)nc4ccccc4c3o2)c1	-0.4	1	-0.3	5
11	CC1CC(C)CN(S(=O)(=O)c2ccc(F)c(C(=O)NCc3ccccc3Cl)c2)C1 (stereo not given)	-0.4	-1	0.2	8
12	CC(C)(C)NC(=O)C(c1ccc(F)cc1)N(CC1CCCO1)C(=O)c1csnn1 (stereo not given)	-0.4	5	-0.1	-13
13	COc1cc(OC)c(OC)cc1CN1CCN(C(=O)c2ccccc2F)CC1	-1.6	-5	-0.1	18
14	CCOC(=O)c1ccc(NC(=O)CC23CC4CC(CC(C4)C2)C3)cc1	-0.7	69*	0.0	10
15	O=C(Cn1ccc([N+](=O)[O-])n1)Nc1ccccc1C(F)(F)F	1.8	-3	-0.1	-14
16	Cc1cc(/C=N\Nc2ccc([N+](=O)[O-])cn2)c(C)n1-c1ccc(O)cc1	-0.2	-8	0.5	12
17	Cc1cnc(CN2CCc3c([nH]c4ccccc34)C2c2cccc(O)c2)[nH]1 (stereo not given)	-2.6	5	0.4	-2
18	O=c1c(C=Nc2cccc(F)c2)c(C(F)(F)F)[nH]n1-c1ccc([N+](=O)[O-])cc1	-8.8	3	0.0	1
19	COc1ccc(NC(=S)NCC(OC)OC)cc1	0.2	-10	0.0	1
20	O=C(OCC(=O)C12CC3CC(CC(C3)C1)C2)c1ccc(O)cc1	0.5	2	0.2	7
21	COC(=O)c1c(OCc2ccsc2)cc(=O)n2c1CCN(C1CCSCC1)CC2	0.0	-12	0.1	4
22	COc1ccc(S(=O)(=O)N(CCO)Cc2cc3cc(C)ccc3[nH]c2=O)cc1	0.8	4	0.0	9
23	O=c1c2c3c(sc2nc(SCc2ccc(Br)cc2)n1C1CCCCC1)CCC3	0.3	-5	0.3	3
24	c1ccc(Nc2nc3ncnc(NCc4cccnc4)c3[nH]2)nc1	-1.7	-5	0.0	2
25	CNC(=O)/C(C#N)=C/c1c(Oc2ccc(OC)cc2)nc2c(C)cccn2c1=O	0.1	10	-0.1	-2

Single records, as listed above. Order of values: GPR151 ag	TEAD-YAP inh	FBW7 act	MITF primary
O=C(OCC(=O)C12CC3CC(CC(C3)C1)C2)c1ccc(O)cc1 as listed: 0.5	2	0.2	7
CNC(=O)/C(C#N)=C/c1c(Oc2ccc(OC)cc2)nc2c(C)cccn2c1=O as listed: 0.1	10	-0.1	-2
CC1CC(C)CN(S(=O)(=O)c2ccc(F)c(C(=O)NCc3ccccc3Cl)c2)C1 (stereo not given) as listed: -0.4	-1	0.2	8

Following part
nr	mol	GPR151 ag	TEAD-YAP inh	FBW7 act	MITF primary
26	O=C(Nc1nc(-c2ccc(-c3ccccc3)cc2)cs1)c1ccccc1Oc1ccccc1	-0.1	-4	-0.1	-2
27	COc1ccc(C)cc1S(=O)(=O)NCC(c1cccs1)N1CCc2ccccc21 (stereo not given)	3.5	4	0.0	7
28	O=C(CN1CCN(S(=O)(=O)c2ccccc2)CC1)c1ccco1	-0.5	6	0.2	11
29	C=CCn1c(SCC(=O)N2CCc3cc(OC)c(OC)cc3C2)nc2sc3c(c2c1=O)CCC3	-0.8	-3	0.4	19
30	O=C1C2C(C(=O)N1c1ccccc1[N+](=O)[O-])C1C=CC2C12CC2 (stereo not given)	-0.3	2	0.0	-5
31	COc1ccccc1NS(=O)(=O)c1ccc(OC)c([N+](=O)[O-])c1	0.8	9	-0.5	0
32	CCN(C(=O)Cn1nnc(-c2ccc3c(c2)OCO3)n1)c1ccccc1	-0.5	-3	-0.1	-2
33	C=CCOC(=O)CCP(=O)(CCC(=O)OCC=C)c1ccccc1	0.2	4	-0.2	-3
34	COc1ccc(Cn2ccnc2SCC(=O)Nc2nnc(C)s2)cc1	1.5	2	-0.4	2
35	CC1(C)CC(=O)C2=C(C1)NC1=C(C(=O)CC(C)(C)C1)C2c1cccc(OCc2ccc(F)cc2)c1	-0.8	11	0.2	9
36	COc1cccc(C2NC(=O)NC(C)=C2C(=O)OCCC#N)c1 (stereo not given)	-2.1	0	0.1	-16
37	Cc1ccc(S(=O)(=O)NN2C(=O)c3ccccc3NC23CCCCC3)cc1	-0.6	-5	0.1	-5
38	O=C(Nc1cccc(C(=O)N2CCOCC2)c1)NC1CCCCC1	1.9	2	0.3	8
39	O=C(Cc1ccccc1)Nc1ccc(Br)cc1	0.4	-10	0.0	0
40	O=C1N(c2ccc(Br)cc2)C2CS(=O)(=O)CC2N1c1ccccc1Cl (stereo not given)	0.4	5	0.0	3
41	Cc1cc(Br)ccc1OCC(=O)O/N=C(\N)Cc1ccc([N+](=O)[O-])cc1	0.1	5	-0.1	4
42	COc1ccccc1/C=C/CN1CCOc2ccc(CN3CCC(O)CC3)cc2C1	-0.8	7	-0.1	6
43	O=C(NCc1cccnc1)c1cccc(Nc2nccc3ccccc23)n1	0.4	8	0.1	6
44	COc1cc(C)nc(OCCNC(=O)COc2ccc(Cl)cc2C)n1	0.7	-2	-0.1	-2
45	COc1ccccc1-c1nnc(SCC(=O)N(Cc2ccccc2)C(C)(C)C)n1N	-0.8	5	1.0	15
46	CCc1nc2ccccc2c2nn(CC(=O)NC(C)C)c(=O)n12	-0.4	7	0.1	-6
47	Cc1cc(C)nc(/N=C(\N)Nc2cccc(Cl)c2)n1	1.5	8	0.0	-4
48	CCc1nc2cc(C(F)(F)F)cc(Cl)c2nc1CC	-1.6	9	-0.1	13
49	Cc1cnc(C)c(-c2ccc3c(c2)CC(CNC(=O)CCc2c[nH]c4ccccc24)O3)n1 (stereo not given)	-0.4	-1	-0.1	11
50	Cc1ccc(NC(=O)CSc2nc3ccsc3c(=O)n2Cc2ccccc2)cc1Cl	-0.9	-2	1.0	17

From no. 31 as far as 49, as listed above:
nr	mol	GPR151 ag	TEAD-YAP inh	FBW7 act	MITF primary
31	COc1ccccc1NS(=O)(=O)c1ccc(OC)c([N+](=O)[O-])c1	0.8	9	-0.5	0
32	CCN(C(=O)Cn1nnc(-c2ccc3c(c2)OCO3)n1)c1ccccc1	-0.5	-3	-0.1	-2
33	C=CCOC(=O)CCP(=O)(CCC(=O)OCC=C)c1ccccc1	0.2	4	-0.2	-3
34	COc1ccc(Cn2ccnc2SCC(=O)Nc2nnc(C)s2)cc1	1.5	2	-0.4	2
35	CC1(C)CC(=O)C2=C(C1)NC1=C(C(=O)CC(C)(C)C1)C2c1cccc(OCc2ccc(F)cc2)c1	-0.8	11	0.2	9
36	COc1cccc(C2NC(=O)NC(C)=C2C(=O)OCCC#N)c1 (stereo not given)	-2.1	0	0.1	-16
37	Cc1ccc(S(=O)(=O)NN2C(=O)c3ccccc3NC23CCCCC3)cc1	-0.6	-5	0.1	-5
38	O=C(Nc1cccc(C(=O)N2CCOCC2)c1)NC1CCCCC1	1.9	2	0.3	8
39	O=C(Cc1ccccc1)Nc1ccc(Br)cc1	0.4	-10	0.0	0
40	O=C1N(c2ccc(Br)cc2)C2CS(=O)(=O)CC2N1c1ccccc1Cl (stereo not given)	0.4	5	0.0	3
41	Cc1cc(Br)ccc1OCC(=O)O/N=C(\N)Cc1ccc([N+](=O)[O-])cc1	0.1	5	-0.1	4
42	COc1ccccc1/C=C/CN1CCOc2ccc(CN3CCC(O)CC3)cc2C1	-0.8	7	-0.1	6
43	O=C(NCc1cccnc1)c1cccc(Nc2nccc3ccccc23)n1	0.4	8	0.1	6
44	COc1cc(C)nc(OCCNC(=O)COc2ccc(Cl)cc2C)n1	0.7	-2	-0.1	-2
45	COc1ccccc1-c1nnc(SCC(=O)N(Cc2ccccc2)C(C)(C)C)n1N	-0.8	5	1.0	15
46	CCc1nc2ccccc2c2nn(CC(=O)NC(C)C)c(=O)n12	-0.4	7	0.1	-6
47	Cc1cc(C)nc(/N=C(\N)Nc2cccc(Cl)c2)n1	1.5	8	0.0	-4
48	CCc1nc2cc(C(F)(F)F)cc(Cl)c2nc1CC	-1.6	9	-0.1	13
49	Cc1cnc(C)c(-c2ccc3c(c2)CC(CNC(=O)CCc2c[nH]c4ccccc24)O3)n1 (stereo not given)	-0.4	-1	-0.1	11

The list continues:
nr	mol	GPR151 ag	TEAD-YAP inh	FBW7 act	MITF primary
51	COc1cc2nc(NCCc3ccccc3)n3nc(-c4cccnc4)nc3c2cc1OC	-1.2	5	-0.2	-4
52	COc1cc(OC)nc(N2CCC(C(=O)NC3CCCCC3)CC2)n1	0.0	-21	0.3	16
53	CNC(=O)NCCN1CCCC1=O	-0.5	-10	0.5	6
54	CCOC(=O)CNC(=O)CSc1ncnc2ccccc12	0.5	4	0.1	13
55	CC(C)CN1C(=O)C(=O)N(CC(=O)NC2CCCc3ccccc32)C1=O (stereo not given)	-0.4	-6	0.1	-11
56	CC(C)n1cc(CN2CCN(CCCc3ccccc3)C(CCO)C2)cn1 (stereo not given)	2.0	3	0.0	9
57	O=C(COc1ccccc1)Nc1ccc(S(=O)(=O)N2CCCCCC2)cc1	0.5	-4	0.0	-10
58	Cc1cccc(Oc2nc3c(c(=O)n(C)c(=O)n3C)n2C)c1	2.0	18	-0.1	6
59	COc1ccc(-c2nc(Cc3ccc(Cl)cc3)no2)cc1OC	-0.1	-1	-0.1	5
60	CCCOc1ccc(/C=N/NC(=O)C(=O)NCCOC)cc1OCC	0.4	2	-0.1	-14
61	Cc1cc(C)c2[nH]c3c(c2c1)CCCC3=O	0.6	-15	0.2	15
62	CC1(C)CC(=O)C2=C(C1)OC(N)=C(C#N)C2c1ccc(Cl)c(Cl)c1 (stereo not given)	-1.2	-4	-0.2	-3
63	O=C(Cn1ncc2c1-c1ccccc1OC2)NCCCN1CCCC1	0.7	-2	-0.2	-7
64	Nc1ccc(NC(=O)c2cccc(C(=O)Nc3ccc(N)cc3Cl)c2)c(Cl)c1	-0.5	16	0.0	4
65	CCOc1ccccc1-n1c(=S)sc2c(=O)n(-c3ccccc3)c(SCC(=O)Nc3cc(C)on3)nc21	0.1	13	0.2	6
66	CN(C(=S)NC(=O)C1CC1)c1ccc(O)cc1	1.1	5	0.7	11
67	O=S1(=O)c2ccccc2NC(c2ccc3c(c2)OCO3)N1Cc1ccccc1 (stereo not given)	-0.3	-3	0.0	17
68	COC(=O)c1cccc(Nc2cc(C)nc3ccc(C)cc23)c1	1.6	7	0.1	4
69	Cc1ccn2c(CNCCN3CCNC3=O)c(C(=O)N3CCCCCC3)nc2c1	0.5	10	0.2	15
70	CCCOc1ccc(C(=O)Nc2cc3nn(-c4ccc(C)cc4)nc3cc2C)cc1	-0.7	32	1.3	13
71	CCCNc1nc(-c2ccc(N3CCOCC3)nc2)nc2c1ncn2-c1ccsc1	-0.9	13	0.0	6
72	O=[N+]([O-])c1ccc(O)c2ncccc12	0.0	6	-0.3	73*
73	CSc1ccccc1C(=O)N1CCC(C2(C)NC(=O)N(Cc3ccncc3)C2=O)CC1 (stereo not given)	-1.4	8	-0.2	7
